Assay outcomes: PubChem, National Center for Advancing Translational Sciences (NCATS)
ERG-DNA inh = inhibitors of human ERG Ets domain-DNA interaction; 0.028% of 370,000 active; fluorescence polarization, His-ERG Ets domain / labelled DNA; Potency, µM (doses to about 76.9 µM), inactives show at the top dose FP activity, negative = inhibition, most hits filed as inhibitors; active = well fitted inhibition curve with a large enough effect in the polarisation, with a control signal flat; inconclusive = small, poorly fitted or top-dose-only effect, or effect the other way, or a change in a side signal; inactive = no such curve, though single readings can be large or run the other way; the % refers to the polarisation;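 note: polarization taken with two DNA probes labelled with fluorescein and Texas red; potency is the fitted concentration of half-maximal effect; % of control where 0% means no effect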
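His-tagged ERG Ets domain (1 uM in the protein solution; 300mM KCl, 50mM Tris-HCl, 1mM EDTA, 1mM DTT, pH 7.5) received compound, then a probe mix of 5 nM fluorescein-DNA and 100nM Texas-615-DNA. Fluorescence polarization was read for both dyes.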
HP1b binding inh = HP1-beta chromodomain-methylated histone interaction inhibition | AlphaScreen HP1-beta / biotin-H3K9me3 peptide binding | 0.56% of 390,000 active | Potency, µM (titrated, usually from 114 µM), without a hit: at the top dose activity change, negative = inhibition, usual class: inhibitors; note: potency is the fitted concentration of half-maximal effect; nearly all actives have a fitted effect of over 70% in size; inactives centre near 23
Target sequence (P83916 whole entry, looked up): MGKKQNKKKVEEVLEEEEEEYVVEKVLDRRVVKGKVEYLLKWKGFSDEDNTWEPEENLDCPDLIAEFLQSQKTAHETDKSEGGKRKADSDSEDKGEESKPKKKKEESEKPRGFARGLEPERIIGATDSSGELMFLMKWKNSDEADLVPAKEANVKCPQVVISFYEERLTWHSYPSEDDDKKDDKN
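AlphaScreen: HP1-beta (50 nM) preformed 30 min with biotin-H3(1-18)K9me3 peptide (50 nM) in PBS pH 7.4, 0.01% Tween-20. Compound added for 30 min at RT, then streptavidin donor/nickel chelate acceptor beads (10 ug/mL) for 30 min.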
Pin1 inhibitor = human Pin1 inhibition; AID 504891; Pin1 FP peptide displacement, HiFluor488, 10 min; 0.009% of 390,000 active; Potency, µM (series often up to 115 µM), without a hit: at the highest dose activity, negative = inhibition, hits mostly inhibitors; Q13526; active = well fitted inhibition curve with a large enough effect in the polarisation, with a control signal flat, not every such curve was filed as active; inconclusive = small, poorly fitted or top-dose-only effect, or effect the other way, or a change in a side signal; inactive = no such curve, though single readings can be large or run the other way; the % refers to the polarisation; note: potency is the fitted concentration of half-maximal effect; % is set by controls: 0 for no effect and ±100 for the full control effect
Target sequence (Q13526 whole entry, looked up): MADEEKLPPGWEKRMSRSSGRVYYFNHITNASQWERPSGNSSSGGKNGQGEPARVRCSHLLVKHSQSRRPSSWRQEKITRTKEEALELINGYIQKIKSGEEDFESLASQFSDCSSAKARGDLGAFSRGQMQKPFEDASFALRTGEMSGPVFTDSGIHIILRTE
G9a block = G9a (human) methyltransferase inhibition | Q96KQ7 | G9a H3K9 monomethylation, AlphaScreen, 2 h | Potency, µM (titrated, usually from 102 µM), for inactives: at the highest dose activity, negative = inhibition, hits mostly inhibitors | 8.8% of 350,000 active; note: potency is the fitted concentration of half-maximal effect; % is set by controls: 0 for no effect and ±100 for the full control effect; nearly all actives have a fitted effect of over 75% in size
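Using a bead-based AlphaScreen, monomethylated H3K9 product from 2 h room-temperature reactions (G9a 20 nM, peptide 500 nM, SAM 20 uM) was detected with 0.5 ug/mL rabbit anti-H3K9me1 antibody.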
PGK inhibitor = inhibitors of T. brucei phosphoglycerate kinase. P07378. PGK/GAPDH coupled, Kinase-Glo luminescence, 60 min. Potency, µM (doses to about 57.5 µM), without a hit: at the highest dose activity change, negative = inhibition, hits mostly inhibitors. 0.043% of 380,000 active. AID 602233; note: potency is the fitted concentration of half-maximal effect; % is set by controls: 0 for no effect and ±100 for the full control effect; nearly all actives have a fitted effect of over 60% in size
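Recombinant glycosomal PGK reaction used 1,3-bisphosphoglycerate generated in-well by GAPDH (100nM final) in 100mM TEA pH 7.6, 5mM MgCl2, 0.01% Tween-20. After 60 minutes at room temperature, ATP was read by Kinase-Glo Plus luminescence end-point.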
JMJD2A Tudor = JMJD2A Tudor domain (human) inhibition. O75164. AlphaScreen JMJD2A-Tudor / H3K4me3 peptide binding. AID 504339. 4.4% of 390,000 active. Potency, µM (top dose mostly 114 µM), inactives show at the top dose activity change, negative = inhibition, most hits filed as inhibitors; note: potency is the fitted concentration of half-maximal effect; % is set by controls: 0 for no effect and ±100 for the full control effect; nearly all actives have a fitted effect of over 50% in size
BAZ2B block = BAZ2B (human) inhibition | Q9UIF8 | AlphaScreen BAZ2B-H3K14Ac peptide displacement | Potency, µM (top dose mostly 114 µM), for inactives: top-dose activity change, negative = inhibition, most hits filed as inhibitors | 4.4% of 360,000 active | AID 504333; note: potency is the fitted concentration of half-maximal effect; % is set by controls: 0 for no effect and ±100 for the full control effect; nearly all actives have a fitted effect of over 60% in size
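AlphaScreen displacement of biotin-H3(5-23)K14Ac peptide (50 nM final) from BAZ2B (50 nM final) in PBS pH 7.4, 0.01% Tween-20; complex preformed 30 min RT, then compounds (top 110 uM) 30 min RT, beads 20 min dark.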
PI4K2A block = blocks human PI4K2A kinase activity | Q9BTU6 | purified PI4K2A, ADP-Glo luminescence, 1 h; stronger effect = lower value | activity change, negative = inhibition, % at 76.9 µM | 0.13% of 420,000 active; in the data active = activity change below about -50%; inconclusive = mostly about -30% to -49%;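 note: -100% = wells without enzyme as full effect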
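Compounds are screened against recombinant PI4K2A using PI as substrate and ATP, the latter dispensed at 300 microM. Reactions run one hour at ambient temperature before ADP-Glo detection; full inhibition defined by wells lacking enzyme.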
GLS inhibitor = inhibitors of human glutaminase (GLS); O94925; GLS enzymatic activity, qHTS titration; Potency, µM (titrated, usually from 45.5 µM), without a hit: at the top dose activity change, negative = inhibition, usual class: inhibitors; 0.21% of 410,000 active; AID 624170; note: potency is the fitted concentration of half-maximal effect; % is set by controls: 0 for no effect and ±100 for the full control effect
Target sequence (O94925 whole entry, looked up): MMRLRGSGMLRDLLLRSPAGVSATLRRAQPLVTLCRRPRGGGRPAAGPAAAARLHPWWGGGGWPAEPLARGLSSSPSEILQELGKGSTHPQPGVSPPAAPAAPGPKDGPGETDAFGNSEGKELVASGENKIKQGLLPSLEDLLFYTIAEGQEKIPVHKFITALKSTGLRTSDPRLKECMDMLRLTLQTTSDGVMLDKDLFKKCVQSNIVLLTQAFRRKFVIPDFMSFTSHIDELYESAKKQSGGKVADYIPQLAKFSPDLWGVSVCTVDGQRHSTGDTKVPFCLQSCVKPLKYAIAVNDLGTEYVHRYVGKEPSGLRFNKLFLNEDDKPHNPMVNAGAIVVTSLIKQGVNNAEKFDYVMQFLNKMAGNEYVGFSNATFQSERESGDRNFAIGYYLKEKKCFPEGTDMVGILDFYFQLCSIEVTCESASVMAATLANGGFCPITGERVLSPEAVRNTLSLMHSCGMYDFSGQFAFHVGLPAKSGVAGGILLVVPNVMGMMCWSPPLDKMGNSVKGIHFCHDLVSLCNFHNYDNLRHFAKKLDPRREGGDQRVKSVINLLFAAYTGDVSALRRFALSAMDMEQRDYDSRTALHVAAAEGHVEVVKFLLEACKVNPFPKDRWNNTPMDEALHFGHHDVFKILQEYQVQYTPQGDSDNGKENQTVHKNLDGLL
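hKGA in 45 mM KH2PO4 pH 8.2, 0.02% Tween-20 with pin-transferred compounds; 1 mM L-glutamine (stock) plus glutamate oxidase/HRP/Amplex Red coupling added. Fluorescence read initially and after 30 min at RT.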
* hit, by the source's call; i = inactive; ? = inconclusive; · = no result given; & = joins results of further samples; [ ] = another dose, or the depositor's remark. Unless noted, calls come from the whole dose curve; as a rule, active = well fitted curve in the direction sought with a large enough effect; inconclusive = small, poorly fitted or top-dose-only effect, or another doubt; inactive = no such curve, though single readings can be large; an effect the other way counts as inactive or inconclusive.

SMILES	ERG-DNA inh	HP1b binding inh	Pin1 inhibitor	G9a block	PGK inhibitor	JMJD2A Tudor	BAZ2B block	PI4K2A block	GLS inhibitor
COc1ccc2cc(C(=O)NCc3ccco3)c(=Nc3ccc(C(=O)O)cc3)oc2c1	-3%	-11%	1%	?	-13%	?	?	-1	-16%
COc1ccc(S(=O)(=O)Nc2cccc(N(C)S(C)(=O)=O)c2)cc1Br	11%	28%	2%	5%	6%	-13%	-4%	0	27%
O=C(Cc1ccc([N+](=O)[O-])cc1)N/N=C/c1cccs1	1%	41%[activator]	-4%	134%[activator]	-8%	-14%	8%	-3	6%
O=c1c2cn[nH]c2nc(SCc2cccc(Br)c2)n1-c1ccc(Cl)cc1	-2%	28%	0%	2%[59 µM]	0%	-29%	-28%	-4	6%
CC(C)(C)c1ccccc1OCC(O)CN1CCN(c2ccccn2)CC1 (stereo unspecified)	2%	6%	?	?	-3%	?	?	-2	2%
CCCNC(=O)c1ccc2c(c1)C1C3CCC(C3)C1C(c1ccccc1)N2 (stereo unspecified)	-1%	7%	4%	15%[12.7 µM]	-6%	-26%	?	2	1%
O=C(NCCc1ccccc1Cl)c1ccc2c(c1)nc1n2CCOC1	0%	28%[57 µM]	-1%	-5%[59 µM]	i	0%	2%	-5	-2%
CN(c1ccc(C(=O)Nc2nccs2)cc1)S(=O)(=O)c1ccccc1	-12%	26%	6%	-6%[59 µM]	-7%	-16%	-5%	1	3%
CC(C)N=c1scc(-c2cccs2)n1/N=C/c1ccc(O)c(O)c1O	4%	25µM*	21%	4µM*	-13%	22µM*	32µM*	-5	-27%
Cc1cccc(OCC(O)Cn2c(N3CCCCC3)nc3c2c(=O)[nH]c(=O)n3C)c1 (stereo unspecified)	7%	69%[activator]	-5%	14%	-6%	-10%	1%	2	-3%
O=C1CC(N2CCOCC2)C(=O)N1c1cc(Cl)cc(Cl)c1 (stereo unspecified)	2%	31%[activator]	-2%	-38%[59 µM]	-7%	-15%	7%	2	-16%
CC1(c2ccccc2)NC(=O)N(CC(=O)N(CC(=O)Nc2ccccc2C(F)(F)F)Cc2ccco2)C1=O (stereo unspecified)	3%	16%	-6%	?	-7%	-23%	6%	0	5%
Nc1n[nH]c(-c2ccccc2)n1	-3%	30%[activator]	2%	7%[0.501 µM]	-6%	1%	-5%	14	22%
Cc1c(Nc2cc(N3CCCCCC3)c3nonc3c2[N+](=O)[O-])c(=O)n(-c2ccccc2)n1C	-3%	25%	6%	6%	-4%	-7%	-18%	-3	6%
Cc1ccc(/C=[N+](\[O-])c2ccc(N(C)C)cc2)c2nsnc12	11%	28µM*	21%	8.9µM*	-19%	25µM*	32µM*	-29	?
COc1ccc(-c2csc(N=C(N)N)n2)cc1	-2%	11%	-4%	?	-8%	-30%	?	2	17%
O=C1CS/C(=N/N=C/c2cccs2)N1Cc1ccc(F)cc1	0%	25%	-2%	-4%	6%	-11%	-20%	-11	-4%
O=C(c1cnn2c(C(F)(F)F)cc(-c3ccco3)nc12)N1CCCc2ccccc21	-1%	16%	0%	15%[59 µM]	3%	-15%	-3%	-2	8%
Cc1cc(C)cc(SCc2noc(C(=O)NCC3CC3)c2C(=O)NCC2CC2)c1	-4%	84%[activator]	?	·	1%	22%	·	1	-2%
CCOc1ccc(C2=NC(c3cccs3)=Nc3ccc(C(C)C)cc3N2)cc1	-2%	-25%	1%	10µM*	11%	20µM*	22µM*	0	4%
CC(=O)c1cccc(NC(=O)CN2C=NS(=O)(=O)c3ccc(C)cc32)c1	9%&0%	58%&-3%[activator]	40%&-4%[activator]	-1%[59 µM]	-3%&-2%	-13%&-14%	0%&-2%	-2&-1	0%&-5%
Cc1ccc(NCC(=O)N/N=C/c2cccc(Br)c2)cc1	15%	43%[activator]	-3%	-28%	i	-9%	-26%	4	3%
Cc1cccc(C)c1NC(=O)CSc1nc(C2CC2)nc2ccccc12	-9%	1%	2%	-7%	1%	-4%	9%	-7	2%
O=C(Nc1cccc(Cl)c1)C1=CC=CN2CCS(=O)(=O)N=C12	7%	17%[57 µM]	7%	·	-2%	-1%	·	3	10%
Cc1nn(C)c(Oc2cccc(Cl)c2)c1C(=O)O	-7%	41%[activator]	-6%	-41%[59 µM]	2%	-6%	-5%	9	-8%
CC1CCN(C(=O)CSCC(=O)O)CC1	6%	19%	1%	3%[12.7 µM]	-6%	-15%	?	-1	11%
CC(=O)NC(C)c1cc(Cl)c2cccnc2c1O (stereo unspecified)	·	27%	1%	27%[12.7 µM]	9%	79µM*	35µM*	-6	17%
Cn1c(=O)c2c(O)c(C=Nc3ccc(F)cc3)c(=O)n(C)c2n(C)c1=O	-4%	23%	-2%	·	-9%	2%	-1%	11	?
CCOC(=O)CSc1n[nH]c(-c2cccnc2)n1	-3%	23%	0%	17%	2%	1%	3%	2	1%
COc1ccc(N2CCN(S(=O)(=O)c3ccc(-c4cc(C(F)(F)F)on4)s3)CC2)cc1	3%	13%	-12%	3%[59 µM]	8%	-5%	-10%	0	4%
Cc1ccc(SCC(=O)NCCSC(C)(C)C)cc1	1%	26%	-5%	23%[59 µM]	-5%	27%	8%	2	0%
CC(C)c1ccc(NC2CCCN(C(=O)c3cc(C(C)C)[nH]n3)C2)cc1 (stereo unspecified)	-4%	5%	0%	·	-12%	?	?	-2	-2%
CSCC[C@H](NC(=O)[C@@H]1Cc2ccccc2CN1)C(=O)Nc1ccc2c(c1)OCCO2	3%	31%	11%	50µM*	-10%	-34%	?	-4	6%
N#Cc1c(-c2ccco2)ccn(Cc2ccc(F)cc2)c1=O	10%	36%	-10%	18%	-9%	-4%	-3%	1	3%
c1ccc(CN2CCN(c3ncnc4nc[nH]c34)CC2)cc1	-10%	36%	-2%	?	-3%	-9%	5%	-12	2%
COc1ccc(CCNC(=S)Nc2cccc(C)c2C)cc1	34%	4%	17%	-31%	18%	-30%	?	7	15%
O=C(OCC(=O)N1CCCCCC1)c1ccccc1Br	-5%	41%[activator]	-17%	-9%[59 µM]	-4%	-7%	-1%	-6	-3%
CCC(C)(C(=O)NC1CCCCC1)N(C(=O)c1cnccn1)c1c(C)n(C)n(-c2ccccc2)c1=O (stereo unspecified)	-7%	36%	-8%	-40%	6%	-12%	0%	-1	1%
Cc1cc(C)c2[nH]c(C(=O)N3CCC(n4nccc4NC(=O)C4CC4)CC3)c(C)c2c1	4%	5%	-1%	4%[0.501 µM]	-9%	-20%	-37%	-3	8%
CCOC(=O)c1[nH]c2cc3c(cc2c1NC(=O)CN1CCC(C)CC1)OCO3	-4%	29%	-5%	-8%	-1%	-18%	-31%	4	16%
CC(C)(C)n1nnnc1CN1CCC(NC(=O)NC2CCCCC2)CC1	-4%	34%	-1%	-6%[12.7 µM]	-14%	1%	-1%	3	-3%
CCOC(=O)c1ccc(NC(=O)Cn2nnc(-c3ccccc3C)n2)cc1	5%	23%	1%	5%[12.7 µM]	3%	-6%	5%	3	3%
COc1ccc(S(=O)(=O)Nc2cccc3c2O[C@H](CN(C)C(=O)NC(C)C)[C@@H](C)CN([C@H](C)CO)C3=O)cc1	3%	19%	6%	·	2%	-13%	·	-8	4%
CCN(CC)S(=O)(=O)c1ccc(C(=O)N2CCN=C2SCc2cccnc2)cc1	-1%	20%	-3%	8%[12.7 µM]	-3%	-11%	14%	-2	2%
O=C1C=C(c2ccc(-c3ccccc3)c(F)c2)C[C@@H](c2ccc(Cl)cc2)C1	0%	60%[activator]	?	-5%[0.501 µM]	4%	-14%	2%	1	0%
CCCN1Cc2cccc(C(=O)Nc3ccc(C(C)=O)cc3)c2C1=O	-2%	24%	0%	-5%[59 µM]	·	-16%	·	-2	-2%
COc1cc(O)c(C(CCN2CCCC2)c2cc(OC)c(OC)c(OC)c2)c(OC)c1 (stereo unspecified)	-4%	-1%&14%	11%&-3%	9%[59 µM]	-8%	?	-20%	1	-5%
O=C(NCCc1ccccc1)C1=CCN(S(=O)(=O)c2ccccc2)CC1	10%	14%	-9%	·	6%	-11%	-4%	-17	2%
COc1cc(NC(=O)C(CC(C)C)NS(=O)(=O)c2ccc3c(c2)CCN3C(C)=O)cc(OC)c1 (stereo unspecified)	-2%	16%	-11%	-4%[59 µM]	-9%	?	·	-1	7%
COCCNC(=O)C(=O)NCC(c1ccc2c(c1)OCO2)N1CCOCC1 (stereo unspecified)	3%	13%[57 µM]	-9%	10%[59 µM]	i	-11%	1%	2	-11%
CC(C)(C)NC(=O)CSc1ncccc1-c1nc2ccccc2[nH]1	-2%	33%	4%	?	5%	-24%	10%	3	1%
Cc1cc(=O)n2[nH]c(N)c(N=Nc3ccccc3F)c2n1	-4%	4%	6%	?	-4%	-24%	-6%	4	13%
CCc1ccc(-n2c(SCc3nc(-c4cc(OC)ccc4OC)no3)nnc2-c2ccccc2)cc1	4%	8%	41%[activator]	?	0%	-35%	-28%	-4	-4%
Cc1cc(C)n(-c2nc3cc(Cl)ccc3nc2N2CCN(c3cccc(C)c3C)CC2)n1	-3%	113%[activator]	-3%	31%[59 µM]	2%	45%[activator]	11%	-2	3%
